# High-throughput results (PubChem)
# Pyk2 oligo antag – antagonists of human Pyk2 oligomerization; Q14289; hit rate 0.83% among 99,000; z-score (the deposit names both 25 µM and 10 µM); AID 1347419; Q293 cells, Pyk2 FERM NanoBiT luminescence; active compounds read low;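 active means Z-score of -3 or lower, scaled per plate to the spread of control and sample wells; inactive means z-score above -3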;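 further: negative z-score means lost luminescence so less FERM oligomerization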
# Target sequence (Q14289 whole entry, looked up): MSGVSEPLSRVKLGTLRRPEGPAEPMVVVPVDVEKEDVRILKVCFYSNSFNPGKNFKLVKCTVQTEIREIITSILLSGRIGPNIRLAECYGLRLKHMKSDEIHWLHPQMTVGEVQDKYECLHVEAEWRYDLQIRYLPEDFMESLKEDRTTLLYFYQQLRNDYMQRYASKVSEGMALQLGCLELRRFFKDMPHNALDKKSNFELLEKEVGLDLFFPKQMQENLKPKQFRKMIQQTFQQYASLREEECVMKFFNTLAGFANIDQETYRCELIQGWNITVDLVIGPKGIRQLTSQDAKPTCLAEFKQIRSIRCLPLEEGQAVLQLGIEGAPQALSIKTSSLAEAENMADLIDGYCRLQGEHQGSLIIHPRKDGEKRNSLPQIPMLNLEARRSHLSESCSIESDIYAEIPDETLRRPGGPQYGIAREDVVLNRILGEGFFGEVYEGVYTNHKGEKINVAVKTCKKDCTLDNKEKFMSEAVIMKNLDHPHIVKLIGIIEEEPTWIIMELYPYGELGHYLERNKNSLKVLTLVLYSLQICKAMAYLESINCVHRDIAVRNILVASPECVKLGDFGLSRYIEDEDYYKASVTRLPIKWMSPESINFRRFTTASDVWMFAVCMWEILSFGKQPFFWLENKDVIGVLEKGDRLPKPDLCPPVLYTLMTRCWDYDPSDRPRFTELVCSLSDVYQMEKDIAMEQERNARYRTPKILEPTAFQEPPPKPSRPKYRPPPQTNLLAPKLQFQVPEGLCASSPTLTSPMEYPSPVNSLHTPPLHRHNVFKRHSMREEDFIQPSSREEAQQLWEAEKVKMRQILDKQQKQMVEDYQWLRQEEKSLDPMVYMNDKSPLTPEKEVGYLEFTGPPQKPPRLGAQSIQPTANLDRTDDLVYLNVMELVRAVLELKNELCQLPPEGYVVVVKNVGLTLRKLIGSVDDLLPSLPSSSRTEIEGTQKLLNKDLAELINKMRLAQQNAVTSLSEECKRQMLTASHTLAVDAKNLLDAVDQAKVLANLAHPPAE
# * marks the source's active call; other numbers are inactive results. An excerpt, so the mix of outcomes need not match the whole.
item	compound	Pyk2 oligo antag
1	COC(=O)c1c(N)c2ccccc2[nH]c1=O	-0.15
2	COc1ccc2nc(-n3c(O)c(C4=c5ccccc5=NC4=O)[nH]c3=S)sc2c1	-3.2*
3	O=c1c2ccccc2nc(-c2cccs2)n1-c1ccc2ccccc2c1	-0.55
4	CCCN(CCC)C1CC(=O)N(Cc2ccccc2)C1=O (configuration not stated)	-0.1
5	CCN(CC)c1ccc(N2C(=O)c3ccccc3C2=O)cc1	1.2
6	COc1cc2c(cc1Cl)/C(=C\CCN(C)C)c1ccccc1S2	-0.73
7	Cc1ccccc1C1CC(c2ccccc2OC(F)F)Nc2ncnn21 (configuration not stated)	-0.24
8	CCOC(=O)CC(C(=O)OCC)P(=O)(c1ccccc1)c1ccccc1 (configuration not stated)	0.56
9	Cc1cccc(CCNC(=O)C2CCCN(S(=O)(=O)c3cccc4nsnc34)C2)c1 (configuration not stated)	-0.1
10	O=c1c2c3c(sc2n(CCN2CCOCC2)c(=O)n1Cc1ccco1)CCCCC3	1.4
11	CCOc1ccc(C(=O)OCn2nnc3ccccc3c2=O)cc1OC	0.57
12	CN(C)CCSc1nc(N)c2c3c(sc2n1)CN(C)CC3	0.02
13	Cc1cc(C(=O)N2CCN(Cc3ccc4c(c3)OCO4)CC2)cs1	-0.02
14	COc1ccc(-c2nc3c(c4nnc(SC(C)C(=O)Nc5ccccc5)n24)COC(C)(C)C3)cc1 (configuration not stated)	-0.37
15	CCSc1nc2c(c(=O)[nH]1)C(c1cccnc1)C(C(=O)OC)=C(C)N2 (configuration not stated)	0.56
16	c1ccc(-c2ccccc2OCCN2CCCCC2)cc1	1.9
17	N#Cc1cc2c(=O)n3ccccc3nc2n(CCCN2CCOCC2)c1=O	1.4
18	C=CCc1cccc(OC)c1OCCOCCn1ccnc1	0.24
19	COC(=O)C(NC(=O)c1ccco1)(Nc1nc(C)cs1)C(F)(F)F (configuration not stated)	0.62
20	COC(=O)c1oc2ccccc2c1NC(=O)CN1CCCC1	0.52
21	CCCn1c(=O)c2ccccc2n2c(SCCOc3ccc(C)cc3)nnc12	0.07
22	Cc1c(NC(=O)COC(=O)Cc2ccc(Cl)cc2)c(=O)n(-c2ccccc2)n1C	-2
23	COc1ccc(C)cc1S(=O)(=O)N(CC(=O)Nc1cccc([N+](=O)[O-])c1)c1ccc(C)c(C)c1	-0.25
24	O=C(c1cnn2c(C(F)(F)F)cc(-c3ccccc3)nc12)N1CCOCC1	0.03
25	c1ccn2c(c1)nc1c2nc2ccccn21	0.85
26	COC(=O)c1ccc(CNC(=O)CNc2cc(C(F)(F)F)ccc2N2CCOCC2)cc1	0.29
27	COC(=O)c1ccc(C(=O)Nc2cc(Cl)ccc2Cl)cc1NC(=O)c1ccc(N(C)C)cc1	1.2
28	CCOc1cc2[nH]c(=S)n(CCCN3CCOCC3)c(=O)c2cc1OCC	1.2
29	C=CCNC(=O)Cn1nc(-c2ccccc2)ccc1=O	-0.2
30	O=C(COC(=O)Cn1[nH]c(=O)c2ccccc2c1=O)Nc1ccc2c(c1)OCO2	0.25

# The list goes on.
item	compound	Pyk2 oligo antag
31	O=[N+]([O-])c1ccc(N=Cc2sc3ccccc3c2O)cc1	-0.08
32	N#CC1=C(N)Oc2c(sc3ccccc23)C1c1ccco1 (configuration not stated)	-0.27
33	O=C(COC(=O)CCNS(=O)(=O)c1ccc2c(c1)OCCO2)NC1CCCc2ccccc21 (configuration not stated)	1.2
34	CCCCN(C)C(=O)C1CCN(C/C(C)=C/c2ccccc2)CC1	0.05
35	c1ccc(-c2n[nH]c3ccccc23)cc1	-1.2
36	Nc1nonc1/C(=N/O)N1CCN(CCO)CC1	-0.47
37	Cc1ccc(C(C)NC(=O)c2ccco2)cc1C (configuration not stated)	-0.54
38	O=C(COC(=O)CN1C(=O)C2CCCCC2C1=O)NC1CCS(=O)(=O)C1 (configuration not stated)	-0.82
39	Cc1cc(C)n(-c2ccc(C(=O)OCc3nnc(-c4ccccc4)o3)cc2)n1	-0.51
40	COC(=O)c1cc(-c2ccc3c(c2)OCO3)nc2ccccc12	-0.88
41	CC(C1CC1)N(C(=O)c1ccccc1O)c1ccccc1 (configuration not stated)	0.46
42	CCCCCC(=O)NC(Nc1ccc(S(N)(=O)=O)cc1)C(Cl)(Cl)Cl (configuration not stated)	-0.5
43	COc1ccc(NC(=O)CNS(=O)(=O)c2cccc3nonc23)c(OC)c1	-0.62
44	O=C1c2ccccc2C(O)(Cc2ccccc2)N1c1ccc2c(c1)OCO2 (configuration not stated)	0.02
45	S=C(c1ccc(-c2ccc(Cl)c(Cl)c2)o1)N1CCOCC1	-0.11
46	CC(=O)c1c(N(C)C)ccnc1C(F)(F)F	0.39
47	O=C(CCC(=O)NC1CCN(Cc2ccccc2)CC1)NCc1ccco1	1.1
48	Cn1nc(CC(=O)Nc2ccc(N3CCN(C(=O)OC(C)(C)C)CC3)cc2)c2ccccc2c1=O	0.77
49	CCN(CC)C(=O)C1CCCN(Cc2ccc(OC)c(C)c2)C1 (configuration not stated)	-0.68
50	CC(C)NC(=O)COC(=O)c1ccc(O)cc1	-0.27
51	Cc1cc(=O)oc2cc3c(cc12)OCCO3	0.71
52	COc1ccccc1-c1nc(-c2ccc(Br)cc2)no1	0.05
53	N#Cc1c(N)nc2c(c1-c1ccccc1)CCCC2	0.06
54	Oc1ccccc1-c1cc(-c2ccc3c(c2)OCCO3)n[nH]1	-1.7
55	Cc1c(C(=O)Nc2nnc(C(F)(F)F)s2)oc2ccccc12	-1.4
56	CCCSc1nc(N)cc(=O)[nH]1	0.57
57	O=C(O)Cc1nc2nc3c(c(=O)n2[nH]1)CCCC3	-0.12
58	N=c1c2c3c(sc2ncn1N)CCCCC3	-0.77
59	COc1ccc(S(=O)(=O)CCC(=O)N2CC(=O)N(CCc3ccccc3)C(=O)C2)cc1	1.9
60	COc1cccc(NC(=S)NN2C(C)CCCC2C)c1 (configuration not stated)	1

# Ordered by count of non-hydrogen atoms (rising): four of the compounds above
item	compound	Pyk2 oligo antag
55	Cc1c(C(=O)Nc2nnc(C(F)(F)F)s2)oc2ccccc12	-1.4
49	CCN(CC)C(=O)C1CCCN(Cc2ccc(OC)c(C)c2)C1 (configuration not stated)	-0.68
43	COc1ccc(NC(=O)CNS(=O)(=O)c2cccc3nonc23)c(OC)c1	-0.62
39	Cc1cc(C)n(-c2ccc(C(=O)OCc3nnc(-c4ccccc4)o3)cc2)n1	-0.51

# Copied from the listing for reference:
item	compound	Pyk2 oligo antag
40	COC(=O)c1cc(-c2ccc3c(c2)OCO3)nc2ccccc12	-0.88
41	CC(C1CC1)N(C(=O)c1ccccc1O)c1ccccc1 (configuration not stated)	0.46
42	CCCCCC(=O)NC(Nc1ccc(S(N)(=O)=O)cc1)C(Cl)(Cl)Cl (configuration not stated)	-0.5
43	COc1ccc(NC(=O)CNS(=O)(=O)c2cccc3nonc23)c(OC)c1	-0.62
44	O=C1c2ccccc2C(O)(Cc2ccccc2)N1c1ccc2c(c1)OCO2 (configuration not stated)	0.02
45	S=C(c1ccc(-c2ccc(Cl)c(Cl)c2)o1)N1CCOCC1	-0.11
46	CC(=O)c1c(N(C)C)ccnc1C(F)(F)F	0.39
47	O=C(CCC(=O)NC1CCN(Cc2ccccc2)CC1)NCc1ccco1	1.1
48	Cn1nc(CC(=O)Nc2ccc(N3CCN(C(=O)OC(C)(C)C)CC3)cc2)c2ccccc2c1=O	0.77
49	CCN(CC)C(=O)C1CCCN(Cc2ccc(OC)c(C)c2)C1 (configuration not stated)	-0.68
50	CC(C)NC(=O)COC(=O)c1ccc(O)cc1	-0.27
51	Cc1cc(=O)oc2cc3c(cc12)OCCO3	0.71
52	COc1ccccc1-c1nc(-c2ccc(Br)cc2)no1	0.05
53	N#Cc1c(N)nc2c(c1-c1ccccc1)CCCC2	0.06
54	Oc1ccccc1-c1cc(-c2ccc3c(c2)OCCO3)n[nH]1	-1.7
55	Cc1c(C(=O)Nc2nnc(C(F)(F)F)s2)oc2ccccc12	-1.4
56	CCCSc1nc(N)cc(=O)[nH]1	0.57
57	O=C(O)Cc1nc2nc3c(c(=O)n2[nH]1)CCCC3	-0.12
58	N=c1c2c3c(sc2ncn1N)CCCCC3	-0.77
59	COc1ccc(S(=O)(=O)CCC(=O)N2CC(=O)N(CCc3ccccc3)C(=O)C2)cc1	1.9
60	COc1cccc(NC(=S)NN2C(C)CCCC2C)c1 (configuration not stated)	1

# Following part
item	compound	Pyk2 oligo antag
61	CCOC(=O)c1c(C)[nH]c(C(=O)COC(=O)C2CC(=O)N(Cc3ccccc3)C2)c1C (configuration not stated)	1.6
62	Cn1c(=O)c2c(n(Cc3ccccc3)c1=O)NC(=O)C2CC(=O)N1CCc2ccccc2C1 (configuration not stated)	-0.46
63	CSc1cccc(NC(=O)CCCOc2ccccc2)c1	0.64
64	CCCCC(=O)Nc1cccc2c1C(=O)N(c1ccccc1)C2=O	-1.2
65	Cc1cccc(N(CC(=O)NCc2ccco2)C(=O)CCC(=O)Nc2ccccn2)c1	0.05
66	O=C(NCc1ccccn1)Nc1ccc(F)cc1	0.02
67	CCn1cc(C(=O)NC2CCCCCC2)c2cc(OC)c(OC)cc2c1=O	-0.08
68	COc1ccc(CC(=O)Nc2nc(-c3cccnc3)cs2)cc1	0.75
69	COc1ccc(NC(=O)c2ccc(-c3ccc([N+](=O)[O-])cc3)o2)cc1OC	-2.2
70	COC(=O)c1ccc(CSc2nnc3n(Cc4ccccc4OC)c(=O)c4ccccc4n23)o1	0.9
71	Cn1c(=O)c2c(nc(NCc3ccco3)n2C/C=C/c2ccccc2)n(C)c1=O	-3*
72	COc1ccc(-c2nnn(Cc3nc(N)nc(N4CCCCC4)n3)n2)cc1	-2.6
73	O=C(NCC1OCCc2ccccc21)c1ccc(NC(=O)c2ccc(Cl)cc2Cl)cc1 (configuration not stated)	0.87
74	O=C(Cc1c(O)c2ccccc2[nH]c1=O)NC1CCCCCC1	-0.51
75	Cc1ccc(C(=O)Nc2cccc(C(=O)NCc3ccccc3)c2)o1	-0.34
76	Cc1onc(-c2ccccc2)c1C(=O)Nc1ccc2c(c1)OCCO2	0.8
77	S=c1[nH]nc(COc2ccccc2)n1/N=C/c1ccccn1	0.29
78	COc1ccc(NC(=O)CC2C(=O)N(c3ccc(Cl)cc3)C(=S)N2CCc2ccccn2)cc1 (configuration not stated)	-0.1
79	Cc1csc(NC(=O)c2cnccn2)n1	0.4
80	CCN1C(=S)SC(=O)C1=C1C=C(C)N(Cc2ccco2)C(C)=C1	0.94
